Source: PubChem (Sanford-Burnham Center for Chemical Genomics)
HEK293 NOD2/NF-kB: inhibition of NOD2-driven NF-kB reporter – cell-based, luminescence, uHTS, HEK293 (AID 1566); one-dose inhibition, % at 4 µM; EC50 in µM for titrated hits; HEK293 NOD2/NF-kB luciferase reporter, luminescence; higher % means a stronger effect; 0.63% of 290,000 active; in the data active means inhibition above about 50%; further: many of its hits are not listed in these tables
Hep lipid drop: modulators of hepatic lipid droplet formation | AML12 mouse hepatocytes, oleate lipid droplets, BODIPY imaging | inhibition, % at 6.5 µM | 0.4% of 240,000 active;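 active means lipid droplet intensity inhibited by at least 50%, with more than 500 cells counted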
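Assay system: AML12 hepatocytes (mouse); Probe or stimulus: oleic acid at 100 µM to induce lipid droplet formation; Dosing: compound at 6.5 µM only; Schedule: compound with oleate, overnight; Detection: fluorescence imaging, 20x objective, two fields per well; Measure: % inhibition of lipid droplet signal.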
Hep lipid drop cells 6.5 µM: second read-out of Hep lipid drop, no call of its own (marks repeat the call); cell count; measured here: cell count, cytotoxicity flag;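 cells counted across two imaged fields per well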
* marks the source's active call; other numbers are inactive results. Not all compounds are listed, so the mix of outcomes need not match the whole.

SMILES	HEK293 NOD2/NF-kB	Hep lipid drop	Hep lipid drop cells 6.5 µM
COc1cccc(CN2CC(C(=O)N3CCN(C(C)C)CC3)CCC2=O)c1 (configuration not stated)	5%	-4	844
COc1ccc(/C=N/Nc2cc(C)nc3ccccc23)cc1	10%	-4	812
O=[N+]([O-])c1ccc(CNc2ccc(F)cc2)s1	40%	1	829
CN(C)c1ccc(-c2ccc3c(=O)c4ccccc4n(C)c3c2)cn1	-76%	1	844
Cc1ccc(NC(=O)[C@H](CC(C)C)NC(=O)[C@@H]2Cc3ccccc3CN2)cc1	15%	5	734
O=C(Nc1ccc2c(c1)C(=O)OC2)c1ccc(C(F)(F)F)cc1	13%	-3	807
O=C(O)c1cc(-c2ccc(Cl)c(Cl)c2)n(-c2ccccc2)n1	-8%	-1	787
CCOc1ccc(NC(=O)CCNS(=O)(=O)c2cccc3nsnc23)cc1	-3%	-3	798
COc1ccc(N(CC(=O)NCc2ccc3c(c2)OCO3)C(=O)c2csnn2)cc1	13%	-11	807
Cc1cc(C(=O)N2CCC(Cc3ccccc3)CC2)c(C)o1	-3%	-1	830
CC(=O)Nc1ccc(S(=O)(=O)N2CCN=C2SCc2ccc([N+](=O)[O-])cc2)cc1	36%	-14	835
Cc1ccc(S(=O)(=O)N2CCC(=O)CC2)cc1	-2%	1	860
CCc1cc(=O)oc2c3c(cc(OCC(=O)N[C@H](C(=O)O)[C@H](C)CC)c12)OC(C)(C)CC3	14%	-8	784
CCCN(CCC)CCCNC(=O)C1CCC(CNS(=O)(=O)c2cccc3nsnc23)CC1 (configuration not stated)	-2%	23	672
CC(C)c1ccc(/C=C(\NC(=O)c2ccccc2)C(=O)NCCCn2ccnc2)cc1	-3%	-3	690
Cc1ccc(CNC(=O)CCSCc2ccc(C)cc2)cc1	12%	11	825
CC1(c2ccc(OC(F)F)cc2)NC(=O)N(CC(=O)Nc2ccccc2)C1=O (configuration not stated)	-18%	-4	807
COc1ccc(N2CCN(S(=O)(=O)CCNC(=O)COc3ccccc3OC)CC2)cc1	15%	-29	740
CSc1ccc(S(=O)(=O)N2CCC(C(=O)Nc3ccccc3C(F)(F)F)CC2)cc1	-17%	17	741
O=C(O)c1cc(O)ccc1NC(=O)C(c1ccccc1)c1ccccc1	-9%	4	827
Cc1ccccc1CNC(=O)C1CCC(=O)N(CC2CCCCC2)C1 (configuration not stated)	6%	-5	851
O=C1NNC(=O)C1c1ccccc1	-18%	-2	401
Cc1c(C)n(C)c2ccc(C(=O)NCCc3ccco3)cc12	9%	-6	671
COCc1c(C(=O)N/N=C/c2c[nH]c3ccccc23)nnn1-c1nonc1N	20%	-3	837
Cc1cc(OCC(=O)NNC(=O)c2ccncc2)cc(C)c1Cl	4%	3	686
SMILES	HEK293 NOD2/NF-kB	Hep lipid drop	Hep lipid drop cells 6.5 µM
NNC(=O)c1cc2cc(Oc3ccccc3)ccc2[nH]1	7%	0	817
CCOCCCNC(=O)c1ccc2c(c1)N(CC)C(=O)c1ccccc1S2=O (configuration not stated)	-7%	6	840
CCCN1CCC(NC(=O)Cc2ccccc2OC)CC1	-12%	12	790
O=C(NCc1ccccc1)C1CCCN(S(=O)(=O)c2ccc(-n3cnnn3)cc2)C1 (configuration not stated)	-13%	-8	797
COc1cccc(/C=C2\SC(=O)N(CCC(=O)NCCCn3ccnc3)C2=O)c1	9%	-10	676
Oc1ccc(Br)cc1/C=N/NC(=S)NCCc1ccccc1	13%	2	825
CC(C)(C)c1csc(NC(=O)c2ccc(Br)o2)n1	-11%	3	743
CC1CCCN(S(=O)(=O)c2ccc(-c3ccc(=O)[nH]n3)o2)C1 (configuration not stated)	6%	11	718
Cc1cccc(C(C(=O)NC2CCCCC2)N(C(=O)c2csnn2)C2CC2)c1 (configuration not stated)	20%	4	806
Cc1cccc(C)c1NC(=O)c1cccnc1	9%	6	807
Cc1cccc(NC(=O)CCS(=O)(=O)c2cccc3nonc23)c1C	10%	-25	841
CCCCCC/C=N/Nc1nnc(Cc2ccc(OC)c(OC)c2)c(=O)[nH]1	1%	-1	834
Cc1cccc(CC(=O)N2CCCC2)c1	4%	6	852
Cc1csc(C(C)NC(=O)c2ccc(OC3CCN(CCc4ccccc4)CC3)cc2)n1 (configuration not stated)	1%	-8	703
Cc1ccc(NC(=O)CCCn2nc(C)c3c(C)n(-c4ccccc4)nc3c2=O)cc1C	10%	17	698
COc1cccc(NS(=O)(=O)c2csc(C(N)=O)c2)c1	47%	3	822
CCOc1cccc(C(=O)NNC(=O)C2C3C=CC(C3)C2C(=O)O)c1 (configuration not stated)	-16%	6	646
COc1cc(OC)c(/C=N/N2CCN(c3ccccc3OC)CC2)c(OC)c1	5%	-3	849
CC(=O)c1ccc(NC(=O)c2cc(S(=O)(=O)N3CCOCC3)ccc2C)cc1	16%	17	724
COc1ccc(CNC(=O)CN2CCN(c3ccccc3O)CC2)cc1OC	8%	-1	858
O=S1(=O)NC(c2ccccc2)CC(CC2CCCCC2)O1 (configuration not stated)	-13%	-17	803
Cc1ccn2c(c1)nc(=O)c1cc(S(=O)(=O)N3CCC(C)CC3)ccc12	-9%	-19	757
COc1ccccc1C1(O)C(=O)Nc2ccc(C)cc21 (configuration not stated)	-5%	-4	847
Cc1ccc(NC(=O)c2ccco2)c(NC(=O)c2ccc(Cl)cc2)c1	26%	-2	839
Cc1cc(NC(=O)COC(=O)C2CCN(S(=O)(=O)c3ccccc3)CC2)c([N+](=O)[O-])cc1C	-11%	21	707
SMILES	HEK293 NOD2/NF-kB	Hep lipid drop	Hep lipid drop cells 6.5 µM
Cc1c(NC(=O)COC(=O)CCc2c[nH]c3ccccc23)c(=O)n(-c2ccccc2)n1C	-2%	-13	661
O=[N+]([O-])c1ccc(CN2CCCCCC2)cc1	-11%	-2	756
CCc1nnc(NC(=O)c2ccc(S(=O)(=O)N(C)Cc3ccccc3)cc2)o1	35%	-1	826
CS(=O)(=O)Nc1cccc(C2=NN(C(=O)c3cccc(F)c3)C(c3cccs3)C2)c1 (configuration not stated)	-8%	-25	828
CC(C)[C@@H](CSc1ccccc1)N1CCN(Cc2ccccc2)CCC1=O	-13%	-18	732
COc1ccc(S(=O)Cc2ccc(C(=O)NC3CC3)o2)cc1 (configuration not stated)	-22%	-16	672
CC(CCCC(C)(C)O)NC(=O)c1ccc2oc(CCc3ccccc3)nc2c1 (configuration not stated)	10%	0	826
COc1cc(Cl)ccc1OCc1cc(C(=O)NCCCN2CCCC2=O)no1	-2%	-4	693
COc1ccc(S(=O)(=O)Cc2ccc(C(=O)O)o2)cc1	-21%	20	763
CCC(C(=O)N1CCOCC1)n1nc(C)n2c(cc3cc(C)ccc32)c1=O (configuration not stated)	10%	9	712
OCC1(Cc2ccc(F)cc2)CCCN(CCc2ccccc2)C1 (configuration not stated)	-48%	0	767
COC(=O)c1ccc(C(=O)NC2CC(C)(C)Cc3c2cnn3-c2ccc(F)cc2)nc1 (configuration not stated)	-16%	16	728
CCC(Oc1cc(Cl)ccc1Cl)C(=O)N1CCCN(C)CC1 (configuration not stated)	-19%	-6	708
CCCNC(=O)C1Cc2cc(S(=O)(=O)N3CCCC3)ccc2N1C(C)=O (configuration not stated)	4%	-5	673
c1ccc(-c2nc(N3CCOCC3)sc2-c2ccccc2)cc1	-1%	12	793
COc1ccc(NC(=S)NC(=O)Cc2ccccc2)c(OC)c1	12%	5	799
COc1cccc(C(=O)Nc2ccc3c(C)cc(=O)oc3c2)c1	-164%	1	771
Cc1ccc(OCC(=O)NCCCNC(=O)c2ccc(C)nc2)cc1	7%	-23	696
Cc1cc(=O)oc2c(C)c(OC(C)C(=O)NCCCN3CCCC3=O)ccc12 (configuration not stated)	7%	-1	742
COc1ccccc1NC(=O)CCS(=O)(=O)c1ccc2c(c1)NC(=O)C(C)S2 (configuration not stated)	22%	-33	751
O=C1CN(CC(=O)NC2CCCc3ccccc32)CCN1 (configuration not stated)	5%	-1	829
CCCOc1cccc(C(=O)NCCCNC(=O)c2cccnc2)c1	-4%	-6	818
O=C(c1cc(COc2c(F)cccc2F)on1)N(Cc1ccccc1)CC1CC1	14%	0	678
COc1cccc(CNC(=O)CCNS(=O)(=O)c2ccc3c(c2)CC(C)N3C(C)=O)c1 (configuration not stated)	17%	3	723
CCN(c1ccc(OC)cc1)S(=O)(=O)c1cc(-c2cc(C)no2)ccc1C(C)C	16%	2	789

Molecules listed so far that contain a furan ring, fused or not (7):
SMILES	HEK293 NOD2/NF-kB	Hep lipid drop	Hep lipid drop cells 6.5 µM
Cc1cc(C(=O)N2CCC(Cc3ccccc3)CC2)c(C)o1	-3%	-1	830
Cc1c(C)n(C)c2ccc(C(=O)NCCc3ccco3)cc12	9%	-6	671
CC(C)(C)c1csc(NC(=O)c2ccc(Br)o2)n1	-11%	3	743
CC1CCCN(S(=O)(=O)c2ccc(-c3ccc(=O)[nH]n3)o2)C1 (configuration not stated)	6%	11	718
Cc1ccc(NC(=O)c2ccco2)c(NC(=O)c2ccc(Cl)cc2)c1	26%	-2	839
COc1ccc(S(=O)Cc2ccc(C(=O)NC3CC3)o2)cc1 (configuration not stated)	-22%	-16	672
COc1ccc(S(=O)(=O)Cc2ccc(C(=O)O)o2)cc1	-21%	20	763

Some of the entries so far, with two lines to a compound.
Values run as follows: HEK293 NOD2/NF-kB	Hep lipid drop	Hep lipid drop cells 6.5 µM
O=[N+]([O-])c1ccc(CN2CCCCCC2)cc1
  -11%	-2	756
COc1ccc(NC(=S)NC(=O)Cc2ccccc2)c(OC)c1
  12%	5	799
O=C(c1cc(COc2c(F)cccc2F)on1)N(Cc1ccccc1)CC1CC1
  14%	0	678
CCC(Oc1cc(Cl)ccc1Cl)C(=O)N1CCCN(C)CC1 (configuration not stated)
  -19%	-6	708

(cont.)
SMILES	HEK293 NOD2/NF-kB	Hep lipid drop	Hep lipid drop cells 6.5 µM
COc1ccc(C(=O)Nc2ccccc2C(=O)NCCN2CCOCC2)cc1OC	12%	2	785
O=C(c1cccc2ccccc12)N1CCN(Cc2ccccc2F)CC1	17%	3	843
Cc1ccccc1CNC(=O)CCn1nc(C)c2c(C)n(-c3ccccc3)nc2c1=O	17%	10	709
N=c1oc2ccc(Br)cc2cc1C(=O)NCc1ccc(F)cc1	14%	-2	653
COc1cc(/C=C2\NC(=S)NC2=O)ccc1OCc1cccc(C(=O)O)c1	-28%	-13	801
Cc1ccc(S(=O)(=O)N(C)CC(=O)N2CCCCCC2)cc1	8%	-14	790
CC(=O)c1cc2c(cc1NC(=O)CN1Cc3ccccc3C1=O)OCO2	24%	17	782
CCC(=O)NNC(=O)Cc1c(C)n(C(=O)c2ccc(Cl)cc2)c2ccc(OC)cc12	12%	14	742
CC(C)(C)c1ccc(NC(=O)c2cc[n+]([O-])cc2)cc1	6%	1	820
COc1ccccc1NC(=O)Cn1cnc2c(oc3nc4c(cc32)CCCC4)c1=O	-11%	-2	680
CCC1CCCCN1CCCNC(=O)c1cc2c(=O)oc3ccc(C)cc3c2s1 (configuration not stated)	15%	-5	686
COCCNC(=O)CSc1ccccc1C(=O)NC1CCCc2ccccc21 (configuration not stated)	7%	-27	774
CCn1cc(CCCC(=O)NCc2cccc(OC)c2)c2ccccc21	1%	80*	848*
CCCOc1ccc(NC(=O)CC2C(=O)N(c3ccc(OCC)cc3)C(=S)N2C2CC2)cc1 (configuration not stated)	-22%	-1	833
COc1cc(C(=O)N/N=C/c2cn(Cc3cccc(F)c3)c3ccccc23)ccc1O	3%	-23	783
CC(C)(CO)CNC1CCCN(C2Cc3ccccc3C2)C1 (configuration not stated)	-17%	0	839
Cc1ccc(-c2ccc(CCC(=O)O)n2-c2cccc(C(=O)O)c2)cc1	-1%	-5	780
COc1cc(OC)cc(C(=O)NC(C)CCc2ccccc2)c1 (configuration not stated)	-16%	1	792
Cc1ccc(OCC(=O)N(C)CC(=O)Nc2cccc(F)c2)cc1	8%	7	697
O=C(COc1ccc2ccccc2c1Br)N1CCCC1	-22%	0	700
CC1CCCC(C)N1/N=C/c1ccc(O)c(O)c1 (configuration not stated)	19%	3	754
O=C(O)c1ccccc1-c1nnc2c(Cl)cc(C(F)(F)F)cn12	-2%	1	823
COc1ccc(Cl)cc1NC(=O)Cn1nnc(C(=O)NCc2ccc3c(c2)OCO3)c1N	-6%	8	761
O=S(=O)(c1ccc2nc(N3CCN(c4ccccc4F)CC3)ccc2c1)N1CCCCC1	11%	-20	711
CCCCc1nc2cc(C(=O)N(C)C(C)c3ccccn3)ccc2o1 (configuration not stated)	4%	-1	684
SMILES	HEK293 NOD2/NF-kB	Hep lipid drop	Hep lipid drop cells 6.5 µM
COc1ccc(S(=O)(=O)NCc2ccc(C(=O)NCCCN3CCCC(C)C3)cc2)cc1 (configuration not stated)	3%	-2	736
O=C(/C=C/c1ccccc1)NNC(=O)c1ccco1	-8%	6	752
COC(=O)/C=C/CC(C)OS(N)(=O)=O (configuration not stated)	3%	18	828
COc1ccc(C2CC(c3ccc(C)cc3)=NN2C(=O)CCC(=O)O)cc1OC (configuration not stated)	20%	-8	772
O=C(c1sc2ccccc2c1Cl)N1CCN(CCc2ccccn2)CC1	-11%	-1	625
CC(C)(C)Nc1nc(Cl)nc(NC2CCCCC2)n1	-13%	8	872
Cc1ccn2cc(CCNS(=O)(=O)c3ccc4ccccc4c3)nc2c1	11%	-7	631
O=C(O)c1cccc(S(=O)(=O)N2CCCC(c3nc4c(nnn4Cc4ccccc4Cl)c(=O)[nH]3)C2)c1 (configuration not stated)	-18%	-8	671
Cc1ccc2c(c1)N(CC(=O)NC1CCCCC1)C(=O)c1cccnc1O2	9%	-13	786
